ERp5 inh = inhibitors of human ERp5; ERp5 insulin aggregation, absorbance 650 nm, 90 min; 0.05% of 350,000 active; Q15084; AID 651711; inhibition, % at 9.99 µM;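 active = mean replicate inhibition above about 25%, with every replicate also reaching it, limit read from the data, passing the limit was not always enough; inconclusive = only one of those two criteria met; inactive = neither criterion met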
C2C12 statin = protects C2C12 myotubes from simvastatin toxicity; ATP luminescence, 48 h; scaled: DMSO 0, geranylgeraniol control 100; rescue of ATP level, % at 7.49 µM; 0.78% of 330,000 active; AID 602340;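 active = mean ATP rescue above about 67%, or every replicate alone reaching that limit, limit read from the data, passing the limit was not always enough; inconclusive = no clear call, values can overlap the other calls; inactive = mean under the limit and some replicate under it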;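 note: myotubes were challenged with 10 µM simvastatin during compound exposure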
PglD inh = PglD (C. jejuni) enzyme inhibition; purified PglD enzyme, DTNB colorimetric CoA detection; inhibition, % at 12.5 µM; 0.098% of 360,000 active; AID 602405; in the data active = inhibition above about 16%, passing the limit was not always enough; inconclusive = no clear call, values can overlap the other calls; note: strong numbers were not always called active
S100A4 MyoIIA = S100A4-myosin IIA interaction inhibition; P26447; S100A4/TAMRA-MyoIIA peptide fluorescence polarization; inhibition, % at 10.7 µM; 0.14% of 360,000 active; AID 652163;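 active = mean inhibition of at least 70% across replicates, with every replicate also reaching that level; inconclusive = mean inhibition reaches 70% but some replicates fall short; inactive = mean inhibition below 70%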
Target sequence (P26447 whole entry, looked up): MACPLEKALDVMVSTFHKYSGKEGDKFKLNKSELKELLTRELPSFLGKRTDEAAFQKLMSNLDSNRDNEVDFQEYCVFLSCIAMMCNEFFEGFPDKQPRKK
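Test system – S100A4 monomer (human) · Compound – single-point compound testing · Schedule – 5 min incubation before reading · Probe or stimulus – TAMRA-labelled myosin IIA heavy-chain peptide probe, 5 nM · Benchmarks – neutral control DMSO, positive control TFP · Medium – Calcium-containing HEPES buffer, pH 7.2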
SIRT5 block = inhibitors of human sirtuin-5 desuccinylase; Q9NXA8; Purified SirT5, succinyl-peptide AMC, trypsin-coupled fluorescence; inhibition, % at 15 µM; 1.1% of 330,000 active; in the data active = inhibition above about 15%; inconclusive = no clear call, values can overlap the other calls
Target sequence (Q9NXA8 whole entry, looked up): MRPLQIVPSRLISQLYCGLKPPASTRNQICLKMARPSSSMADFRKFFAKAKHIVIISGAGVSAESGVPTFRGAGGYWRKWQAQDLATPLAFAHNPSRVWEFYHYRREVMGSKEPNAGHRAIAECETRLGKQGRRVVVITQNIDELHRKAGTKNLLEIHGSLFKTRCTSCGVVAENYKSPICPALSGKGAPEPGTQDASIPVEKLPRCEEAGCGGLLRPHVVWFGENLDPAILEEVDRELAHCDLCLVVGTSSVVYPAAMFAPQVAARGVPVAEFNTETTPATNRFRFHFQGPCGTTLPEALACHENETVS
DENV2 CPE rescue = DENV2-induced cell death inhibition; DENV2-infected cells, cytopathic effect rescue, plate reader; CPE inhibition, % at 9.99 µM; 1.7% of 350,000 active; in the data active = CPE inhibition above about 20%, passing the limit was not always enough; inconclusive = no clear call, values can overlap the other calls; tested in BHK-21 cells;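 note: 0% = median of neutral control wells and 100% = median of positive control wells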
E-selectin induc = E-selectin induction on HUVECs; AID 686992; HUVEC E-selectin immunofluorescence imaging; normalized: neutral wells 0, TNF-alpha wells 100; activation, % at 7.58 µM; 0.37% of 260,000 active; P16581;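 active = mean E-selectin-positive cell signal at least 10% of the positive control, reached in at least 60% of replicates, without over 20% cell loss; inconclusive = no rule given, readout overlaps actives, possibly toxicity-flagged; inactive = the rest, including those meeting only one limit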;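 note: in these data hits start at about 27%; measured in HUVEC primary endothelial cells; signal is the percent of cells scored E-selectin positive by PE staining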
Target sequence (P16581 whole entry, looked up): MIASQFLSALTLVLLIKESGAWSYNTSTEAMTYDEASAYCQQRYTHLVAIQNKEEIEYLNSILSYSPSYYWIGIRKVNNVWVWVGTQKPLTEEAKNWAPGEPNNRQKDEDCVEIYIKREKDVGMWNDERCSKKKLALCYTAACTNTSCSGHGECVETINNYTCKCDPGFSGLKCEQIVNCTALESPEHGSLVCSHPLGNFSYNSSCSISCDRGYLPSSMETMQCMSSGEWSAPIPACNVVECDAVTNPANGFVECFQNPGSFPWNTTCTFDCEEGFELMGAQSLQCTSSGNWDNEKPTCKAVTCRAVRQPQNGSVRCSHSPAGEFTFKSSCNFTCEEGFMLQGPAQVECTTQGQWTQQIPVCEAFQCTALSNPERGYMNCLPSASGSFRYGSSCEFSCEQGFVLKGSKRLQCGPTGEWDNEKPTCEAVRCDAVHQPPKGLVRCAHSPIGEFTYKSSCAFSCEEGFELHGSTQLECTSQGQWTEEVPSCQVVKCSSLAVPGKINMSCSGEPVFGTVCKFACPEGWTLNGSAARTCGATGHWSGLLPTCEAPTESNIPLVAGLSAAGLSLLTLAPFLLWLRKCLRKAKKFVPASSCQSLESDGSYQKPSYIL
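assay system = HUVEC, human umbilical vein endothelial cells | input = 3,000 HUVEC seeded per well | medium = EGM-2 growth medium on 0.1% gelatin-coated wells | dosing = one compound dose added by pin transfer | signal = immunofluorescence imaging | read-out basis = % PE-positive cells | control set = TNF-alpha, DMSO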
* = called active by the depositor; ? = inconclusive; · = not tested or not shown; & = joins results of further samples. This is a subset; the hit share may differ from the screen's.

1	COc1ccccc1NC(=O)N(C)C[C@@H]1Oc2ncc(Br)cc2C(=O)N([C@@H](C)CO)C[C@@H]1C
2	Cc1ccccc1S(=O)(=O)N(C)C[C@@H]1OCc2ccccc2-c2c(n(C)c3ccccc23)C(=O)N([C@@H](C)CO)C[C@@H]1C
3	COc1ccc(NC(=O)c2ccc(S(=O)(=O)NCc3cccnc3)cc2)cc1
4	CCNC(=S)Nc1ccc2c(c1)c(=O)n(C)n2Cc1cccc(C(F)(F)F)c1
5	COc1ccc(N2C3=[N+](CC2(C)O)c2ccccc2CC3)cc1 (stereo not given)
6	O=C(Nc1cc(Br)ccc1C(=O)NCc1cccc(O)c1)c1ccccc1
7	CCOC(=O)C1CCN(S(=O)(=O)c2cccc(C(=O)Nc3ccccc3)c2)CC1
8	O=C(NC(=S)NCc1cccnc1)c1ccc([N+](=O)[O-])cc1
9	CCOC(=O)C1=C(COC(=O)/C=C/c2ccccc2F)NC(=O)NC1C (stereo not given)
10	Cc1ccc(C)c(N2CCN(CCN3CCCCC3)CC2)c1
entry no.	1	2	3	4	5	6	7	8	9	10
ERp5 inh	-1	0	3	1	2	-1	10	2	-1	1
C2C12 statin	13	6	-3	-6	·	·	1	-10	6	3
PglD inh	4	-1	0	3	-1	8	-6	4	1	6
S100A4 MyoIIA	7	-7	-3	-1	1	3	-2	3	-4	-4
SIRT5 block	12	6	-7	-7	-11	-1	-1	-2	0	-2
DENV2 CPE rescue	0	?	-2	5	-4	-3	2	3	-2	0
E-selectin induc	-0.1	-0.6	2.8	0.0	·	·	-0.2	·	-0.3	0.9

Looked up above.
Value of no. 6 in PglD inh: 8
Value of no. 2 in S100A4 MyoIIA: -7

Next compounds follow.
11	CCC(=O)Nc1ccc(Cl)c(NC(=S)NC(C)=O)c1
12	COc1ccc2oc(C(=O)N(CC(C)C)C3CCS(=O)(=O)C3)c(C)c2c1 (stereo not given)
13	CCN(CC(=O)Nc1ccc(NC(C)=O)cc1)C(=O)C1(c2ccccc2)CC1
14	Cc1cc(C)nc(NS(=O)(=O)c2ccc(N3C(=O)C4CCCCC4C3=O)cc2)n1 (stereo not given)
15	Cc1cccc(S(=O)(=O)N2C[C@@H](O)COC[C@@H]3O[C@@H](CC(=O)Nc4ccccc4)CC[C@H]32)c1
16	CN1CCN(C(=O)[C@@H]2[C@@H](CO)[C@@H]3Cn4c(ccc(/C=C/c5ccccc5)c4=O)[C@@H]3N2CC2CC2)CC1
17	CC(C)c1cn(CC[C@H]2CC[C@@H](NS(=O)(=O)c3ccccc3)[C@H](CO)O2)nn1
18	Cc1cccc(C)c1C(O)c1ncc(-c2cccc(C(F)(F)F)c2)[nH]1 (stereo not given)
19	CCCC#Cc1cnc2c(c1)C(=O)N([C@@H](C)CO)C[C@@H](C)[C@H](CN(C)C(=O)C1CCOCC1)O2
20	CNC(=O)c1[nH]cnc1C(=O)N[C@@H](CC(C)C)C(=O)OC(C)(C)C
entry no.	11	12	13	14	15	16	17	18	19	20
ERp5 inh	2	-1	1	-1	2	2	-10	9	8	9
C2C12 statin	·	7	0	5	-6	42	1	-9	-27	0
PglD inh	·	0	-1	-5	1	2	0	3	-1	-2
S100A4 MyoIIA	-11	3	-10	-3	-1	5	6	-1	15	-3
SIRT5 block	0	-2	-3	-2	-4	-36	-6	1	-6	-2
DENV2 CPE rescue	-1	-19	3	17	-11	-2	2	-2	2	-6
E-selectin induc	-8.1	0.2	·	·	0.0	-0.4	0.3	0.2	1.4	-0.1

21	CCOc1ccccc1NC(=O)CNS(=O)(=O)c1ccc2nc(C)sc2c1
22	COCCN(CCOC)Cc1cc(=O)oc2cc(C)ccc12
23	O=C(COc1ccc2c(-c3ccccc3)cc(=O)oc2c1)Nc1ccc(CCO)cc1
24	Cc1oc(-c2ccccc2Cl)[n+]([O-])c1C
25	O=C(Nc1ccc2c(c1)[C@H]1C[C@@H](CC(=O)N3CCOCC3)O[C@H](CO)[C@H]1O2)c1ccc2c(c1)OCO2
26	CCOc1ccc(/C=N/NC(=O)C(C)N(c2ccc(OC)cc2)S(C)(=O)=O)cc1OCC (stereo not given)
27	CC(C)[C@@H](C(=O)N1CCN(Cc2ccc3c(c2)OCO3)CC1)n1nnc2ccccc2c1=O
28	Cc1ccc([C@@]2(OC(=O)c3ccccc3)C(=O)N(C(=O)OC(C)(C)C)c3ccccc32)cc1
29	CO[C@H]1CN(C)C(=O)c2cc(NS(=O)(=O)c3ccccc3)ccc2OC[C@H](C)NC[C@H]1C
30	N#C[C@H]1[C@@H](c2ccc(C#CC3CCCCC3)cc2)[C@H](CO)N1S(=O)(=O)c1ccccc1
entry no.	21	22	23	24	25	26	27	28	29	30
ERp5 inh	-1	-4	-4	5	·	1	4	3	-3	-2
C2C12 statin	·	9	-15	-14	9	2	6	·	0	-42
PglD inh	·	3	-1	-2	2	4	·	·	-1	1
S100A4 MyoIIA	-1	-3	-4	-1	·	2	-1	0	-4	-5
SIRT5 block	1	-1	-1	0	·	-2	0	-3	·	11
DENV2 CPE rescue	0	1	8	·	-9	-2	-4	3	1	-24
E-selectin induc	·	·	·	·	-0.4	-0.2	0.0	-0.1	-0.3	-0.7

31	CO[C@H]1CN(C)C(=O)c2ccc(NC(=O)Nc3ccccc3)cc2OC[C@H](C)NC[C@@H]1C
32	O=C(c1ccc(NC2=NC3CS(=O)(=O)CC3S2)cc1)N(CCO)Cc1ccccc1 (stereo not given)
33	COc1ccc(S(=O)(=O)N[C@@H]2C=C[C@@H](CC(=O)O)O[C@H]2CO)cc1
34	CCN1CCN(CCCN(Cc2ccco2)C(=S)Nc2ccccc2Cl)CC1
35	CN(C)C(CNC(=O)CSc1nc2sc3c(c2c(=O)n1C)CCCC3)c1ccccc1 (stereo not given)
36	COc1cccc(C#Cc2cnc3c(c2)C(=O)N([C@H](C)CO)C[C@H](C)[C@H](CN(C)C)O3)c1
37	Cc1ccc(NS(=O)(=O)c2ccc(-c3ccc(=O)[nH]n3)o2)cc1
38	C[C@H]1CN([C@@H](C)CO)C(=O)CCCn2cc(nn2)CO[C@H]1CN(C)S(=O)(=O)c1ccc(F)cc1
39	O=C(COC(=O)C1COc2ccccc2O1)NC1CCS(=O)(=O)C1 (stereo not given)
40	CN(CC(=O)Nc1cccc(F)c1)CC(=O)Nc1ccc(Cl)cc1[N+](=O)[O-]
entry no.	31	32	33	34	35	36	37	38	39	40
ERp5 inh	4	-13	1	2	-1	6	1	-3	-1	3
C2C12 statin	·	21	-3	-3	-23	-2	20	3	0	·
PglD inh	·	-9	-3	3	0	5	-4	1	-2	·
S100A4 MyoIIA	-42	-2	6	-1	4	0	-8	0	-2	-3
SIRT5 block	-2	2	2	-1	-4	-1	1	0	2	-1
DENV2 CPE rescue	32*	-6	-3	-2	7	3	13	5	·	0
E-selectin induc	-0.1	·	-0.2	0.9	-0.1	-0.1	·	0.9	·	·

41	COc1cccc(OC)c1C(=O)Nc1ccc2c(c1)Cc1ccccc1-2
42	CC1C(=O)N2CCCc3cc(S(=O)(=O)N4CCCCC4)cc1c32 (stereo not given)
43	CNc1nc(SCC(=O)Nc2ccccc2)nc(N2CCOCC2)n1
44	C[C@H]1CN([C@@H](C)CO)C(=O)c2cccc(NC(=O)c3nc4ccccc4s3)c2O[C@@H]1CN(C)Cc1ccccc1
45	C[C@@H]1CN([C@H](C)CO)C(=O)c2cc(/C=C/c3ccccc3)cnc2O[C@H]1CN(C)S(=O)(=O)c1ccccc1
46	COc1ccc(COC[C@]23Oc4ccccc4[C@H]([C@H]2COC(=O)c2ccccc2)N(C(=O)CC(C)=O)C(=O)N3C)cc1
47	Cc1ccc(C)c(OCCn2nnc3ccccc32)c1
48	C/C(Cn1nc([N+](=O)[O-])cc1C)=N\NC(=O)COc1ccccc1[N+](=O)[O-]
49	C[C@@H]1CCCCO[C@H](CN(C)Cc2ccc(C(F)(F)F)cc2)[C@@H](C)CN([C@H](C)CO)C(=O)c2cc(NS(=O)(=O)c3cn(C)cn3)ccc2O1
50	c1ccc(-c2cccc(-c3ccccn3)n2)nc1
entry no.	41	42	43	44	45	46	47	48	49	50
ERp5 inh	-6	-1	4	-10	-10	-3	2	-1	7&-4	6
C2C12 statin	·	0	·	36	-29	·	3	·	-3	·
PglD inh	·	-3	-1	1	3	0	-3	·	0	7
S100A4 MyoIIA	0	-2	-3	-14	2	0	-2	3	0&5	-4
SIRT5 block	-1	8	3	4	-6	5	-2	-6	1&2	-6
DENV2 CPE rescue	0	?	3	-6	11	13	-3	·	6&5	-22
E-selectin induc	·	1.2	·	0.0	0.2	·	2.0	-0.1	-0.2	·

51	O=C(Nc1cccc(F)c1)N1C[C@H]2[C@@H](c3ccccc31)[C@@H](CO)N2C(=O)C1CCOCC1
52	COCC(=O)N1CC(=O)N2[C@H](C1)[C@@H](c1ccc(C#Cc3cccc(OC)c3)cc1)[C@@H]2CO
53	COc1cccc(C(=O)Nc2ccc3c(c2)C(=O)N(C)[C@H]2CC[C@H](CC(=O)NCC4CC4)O[C@@H]2CO3)c1
54	C[C@H]1CN([C@@H](C)CO)C(=O)c2cc(NS(=O)(=O)c3cccs3)ccc2O[C@H]1CN(C)C(=O)Nc1ccc2c(c1)OCO2
55	CCOc1ccc(NC(=O)CN(C)C(=O)c2sc3ccccc3c2Cl)cc1OCC
56	Cc1ccc(F)cc1C(=O)N1CCCCC1c1cc(C(=O)Nc2cccc(C#N)c2)no1 (stereo not given)
57	Cc1ccc(S(=O)(=O)N(C)C[C@H]2OCCCC[C@@H](C)Oc3ccc(NC(=O)NC(C)C)cc3C(=O)N([C@@H](C)CO)C[C@H]2C)cc1
58	C/C=C/c1ccc2c(c1)O[C@H](CN(C)Cc1cccnc1)[C@@H](C)CN([C@H](C)CO)S2(=O)=O
59	C[C@H]1CCCCO[C@@H](CN(C)CC2CCCCC2)[C@@H](C)CN([C@@H](C)CO)C(=O)c2cc(NS(C)(=O)=O)ccc2O1
60	O=C(C[C@@H]1CC[C@H](NC(=O)NC2CCCC2)[C@H](CO)O1)NCc1ccc(F)cc1
61	CN(C)C(=O)C[C@H]1CC[C@H]2[C@H](COc3ccc(NC(=O)C4CCOCC4)cc3C(=O)N2C)O1
62	CN1CCN(C(=O)N2c3ccccc3CCc3ccccc32)CC1
entry no.	51	52	53	54	55	56	57	58	59	60	61	62
ERp5 inh	-3	-1	3	3	0	0	-1	2	0	-1	0	-6
C2C12 statin	-12	·	13	-53	0	3	·	-35	30	3	18	·
PglD inh	2	·	1	7	-2	-5	0	1	0	-3	2	·
S100A4 MyoIIA	3	-14	1	-74	-2	2	-10	2	-2	10	2	0
SIRT5 block	3	3	1	0	1	-1	5	-3	0	-1	-3	-4
DENV2 CPE rescue	-9	-2	-2	4	0	-5	12	12	9	3	-6	-4
E-selectin induc	-0.3	-0.4	0.0	-7.1	-0.2	0.9	0.0	-0.1	0.1	-0.4	0.2	0.0

From entry 51 to 52, copied from above:
51	O=C(Nc1cccc(F)c1)N1C[C@H]2[C@@H](c3ccccc31)[C@@H](CO)N2C(=O)C1CCOCC1
52	COCC(=O)N1CC(=O)N2[C@H](C1)[C@@H](c1ccc(C#Cc3cccc(OC)c3)cc1)[C@@H]2CO
entry no.	51	52
ERp5 inh	-3	-1
C2C12 statin	-12	·
PglD inh	2	·
S100A4 MyoIIA	3	-14
SIRT5 block	3	3
DENV2 CPE rescue	-9	-2
E-selectin induc	-0.3	-0.4
